BRCT PPI red: inhibitors of human BRCA1 BRCT-phosphoprotein interaction (red fluorophore); P38398; BRCT-phosphopeptide binding, red fluorescence polarization; Potency, µM (top dose mostly 76.9 µM), inactives show top-dose activity change, negative = inhibition, actives largely listed as inhibitors; actives 0.03% (n = 75,000); AID 892; further: on the % scale 0 is the no-effect control and ±100 the full control effect
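Rhodamine-labelled pBACH1 10-mer (100 nM) bound to BRCT domain (100 nM) at pH 7.3; compounds incubated 12 min room temperature, polarization read. Free peptide defines full inhibition; unlabelled decapeptide titrated as control.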
GFP derepression: epigenetic modulators derepressing GFP locus in mouse cells; actives 0.09% (n = 68,000); Potency, µM (highest dose often 46.1 µM), for inactives: at the highest dose GFP derepression (activation); mouse C127i GFP locus derepression, cytometry, 30 h; AID 597; further: % of control where 0% means no effect
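Derepression screen: silenced CMV-GFP reporter in murine C127i cells, 30 h compound incubation at 37 C, washed cells imaged by laser-scanning cytometer to enumerate GFP-expressing objects of 20 to 120 um.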
15-hLO inh: inhibitors of human 15-lipoxygenase (ALOX15). P16050. Potency, µM (top dose mostly 57.1 µM), without a hit: at the top dose activity change, negative = inhibition, actives largely listed as inhibitors. actives 1.4% (n = 74,000). AID 887. purified 15hLO-1, xylenol orange hydroperoxide absorbance; further: potency means the concentration at half of the fitted maximal effect; on the % scale 0 is the no-effect control and ±100 the full control effect; nearly all actives have a fitted effect of over 55% in size
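Quantitative HTS in 25 mM Hepes pH 7.5 containing 0.01% Triton X-100: human 15hLO-1 at 40 nM, arachidonic acid at 50 uM, 6 min turnover. Product quantified via ferrous oxidation/xylenol orange, 573:405 nm absorbance ratio.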
HADH2 inhib: HADH2 (human) dehydrogenase inhibition; recombinant HADH2, NADH fluorescence, beta-hydroxybutyryl-CoA; Potency, µM (titrated, usually from 57.1 µM), inactives show at the highest dose activity change, negative = inhibition, most hits filed as inhibitors; actives 3.4% (n = 73,000); AID 886; further: potency means the concentration at half of the fitted maximal effect; on the % scale 0 is the no-effect control and ±100 the full control effect; nearly all actives have a fitted effect of over 60% in size; many of its hits are not listed in these tables
Target sequence (Q99714 whole entry, looked up, one chain of several): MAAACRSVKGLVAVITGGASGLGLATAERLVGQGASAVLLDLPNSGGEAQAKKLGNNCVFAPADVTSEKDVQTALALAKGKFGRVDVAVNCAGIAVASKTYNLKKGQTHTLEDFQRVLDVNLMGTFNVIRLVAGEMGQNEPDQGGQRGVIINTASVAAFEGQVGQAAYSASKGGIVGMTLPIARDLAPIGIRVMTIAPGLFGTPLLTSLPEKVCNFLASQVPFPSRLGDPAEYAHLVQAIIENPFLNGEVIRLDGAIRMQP
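NADH fluorescence (ex 360/em 450 nm) read every 30 s for 4 min; activity taken as last-minus-first time point difference. Enzyme 20 nM, NAD+ 1 mM, beta-hydroxybutyryl-CoA 90 uM, pH 9.0 Tris buffer.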
CRE Fsk mod: CRE-bla signaling modulation under forskolin stimulation; actives 2.5% (n = 71,000); AID 662; CHO CRE-bla reporter (cAMP response element driving beta-lactamase), forskolin EC10, beta-lactamase ratio; Potency, µM (titrated, usually from 38.2 µM), for the others: at the top dose activity change, negative = inhibition, usual class: activators; active means well fitted activation curve with a large enough effect in the signal ratio, with a control signal flat, not every such curve was filed as active; inconclusive means small, poorly fitted or top-dose-only effect, or effect the other way, or a change in a side signal; the % refers to the signal ratio; further: potency means the concentration at half of the fitted maximal effect; % of control where 0% means no effect
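Forskolin analogue NKH 477 at EC10 stimulated CRE-driven beta-lactamase in CHO cells alongside compound dilution series. Beta-lactamase was measured with CCF4, excitation 405 nm, emission ratio 460/530 nm.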
DNA Pol III inh: inhibitors of bacterial DNA polymerase III holoenzyme; reconstituted DNA polymerase III holoenzyme replication, biochemical; Potency, µM (highest dose often 57.1 µM), for inactives: top-dose activity change, negative = inhibition; actives 0.25% (n = 71,000); AID 603; further: potency means the concentration at half of the fitted maximal effect; on the % scale 0 is the no-effect control and ±100 the full control effect
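Reconstituted *E. coli* holoenzyme (0.35 nM Pol III, 1 nM beta, 154 nM SSB, 2 nM primase) was preincubated with compound for 15 min at RT. Synthesis on 1.4 nM ssM13Gori ran 35 min, then was stopped with PicoGreen/EDTA and read as dsDNA fluorescence.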
USP2a inh: blocks human ubiquitin-specific protease USP2a; O75604; Potency, µM (doses to about 38.3 µM), for the others: at the top dose activity change, negative = inhibition, hits mostly inhibitors; AID 927; actives 0.1% (n = 60,000); USP2a enzymatic assay, qHTS inhibition;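 further: potency means the concentration at half of the fitted maximal effect; nearly all actives have a fitted effect of over 60% in size; plate controls were DMSO for no effect and NEM full inhibition control for full effect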
Target sequence (O75604 whole entry, looked up): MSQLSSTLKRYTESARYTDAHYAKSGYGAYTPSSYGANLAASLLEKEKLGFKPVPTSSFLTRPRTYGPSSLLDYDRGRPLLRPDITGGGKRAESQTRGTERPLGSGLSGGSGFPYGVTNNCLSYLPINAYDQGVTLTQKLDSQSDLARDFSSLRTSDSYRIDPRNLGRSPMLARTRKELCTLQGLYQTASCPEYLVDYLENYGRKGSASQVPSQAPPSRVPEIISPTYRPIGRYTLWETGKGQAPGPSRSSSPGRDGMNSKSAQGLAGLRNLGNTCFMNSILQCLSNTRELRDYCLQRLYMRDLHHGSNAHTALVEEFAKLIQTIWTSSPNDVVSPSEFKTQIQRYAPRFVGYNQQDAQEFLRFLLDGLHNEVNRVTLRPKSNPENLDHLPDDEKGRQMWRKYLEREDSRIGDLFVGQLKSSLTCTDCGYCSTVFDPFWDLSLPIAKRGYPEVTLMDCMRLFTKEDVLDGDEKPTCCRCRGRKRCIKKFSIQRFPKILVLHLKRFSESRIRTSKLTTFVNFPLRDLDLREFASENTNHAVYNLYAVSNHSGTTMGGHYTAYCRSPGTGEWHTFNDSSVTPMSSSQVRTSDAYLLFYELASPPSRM
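20 nM USP2 core + cpd, 30 min RT; add 20 nM Ub-PLA2/20 uM NBD C6-HPC; read Ex460/Em535 at 0 h and 2.5 h. Normalized to NEM; qHTS curve fit/classification.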
HBB splice mod: alters splicing of the hemoglobin beta chain; AID 925; actives 0.06% (n = 65,000); HBB splicing reporter cell assay, activation; EGFP reporter with mutant IVS2-654 intron; response scale: normalised to 500 nM splice-correcting PNA; Potency, µM (highest dose often 46.1 µM), for inactives: at the top dose activation, most hits filed as activators; further: potency means the concentration at half of the fitted maximal effect; 0% is about no effect
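HeLa cells stably expressing EGFP interrupted by mutant beta-globin intron 2 (IVS2-654), 500/well in 2% FCS. Treated with compound for 2 days at 37C. Splicing correction scored as total well GFP intensity (488 nm excitation, 500-520 nm emission); 500 nM antisense PNA served as control.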
BRCT PPI green: inhibitors of human BRCA1 BRCT-phosphoprotein interaction (green fluorophore); BRCA1 BRCT-phosphopeptide binding, green fluorescence polarization; AID 875; Potency, µM (top dose mostly 76.9 µM), without a hit: at the highest dose activity change, negative = inhibition, most hits filed as inhibitors; actives 0.05% (n = 75,000);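 further: potency means the concentration at half of the fitted maximal effect; plate controls were peptide without protein for full effect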
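Fluorescence polarization: His-tagged BRCT (~35 kDa BRCA1 C-terminus, 250 nM) bound to 100 nM fluorescein-labeled phosphorylated 10-aa BACH1 peptide, pH 7.3 phosphate buffer with DTT and Tween 20. Compounds incubated 12 min at room temperature; inhibition read as lowered polarization.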
UbGFP stabilizer: ubiquitin-GFP accumulation via proteasome inhibition; Ubiquitin-GFP reporter cells, proteasome inhibition, GFP fluorescence; response scale: untreated = 0%, 10 µM MG-132 = 100%; Potency, µM (highest dose often 45.9 µM), for inactives: at the top dose activation (GFP accumulation), hits mostly activators; 67,000 tested, under 10 active; AID 526; active means well fitted activation curve with a large enough effect, not every such curve was filed as active; inconclusive means small, poorly fitted or top-dose-only effect, or another doubt; inactive means no such curve, though single readings can be large or run the other way; further: potency means the concentration at half of the fitted maximal effect
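Proteasome block read as GFP accumulation: ubiquitin(G76V)-GFP U2OS cells exposed to compound (2.9 nM–46 uM) for 4 hr at 37 C. Normalization used untreated cells as 0% and 10 uM MG-132 as 100%; concentration-response curves fitted.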
Hsp90 Hop PPI: changes Hsp90-Hop TPR2A binding signal, up or down | AID 595 | AlphaScreen TPR2A-His6 binding biotin-Hsp90 C-terminal peptide | Potency, µM (series often up to 57 µM), for inactives: at the highest dose activity change, negative = inhibition | actives 0.44% (n = 71,000); active means well fitted curve in either direction with a large enough effect; inconclusive means small, poorly fitted or top-dose-only effect, or another doubt; further: potency means the concentration at half of the fitted maximal effect; on the % scale 0 is the no-effect control and ±100 the full control effect; many of its hits are not listed in these tables
* = called active by the depositor; ? = inconclusive; / = no result given; [ ] = another dose, or the depositor's remark. Unless noted, the call rests on the fitted dose curve; in most records, active means well fitted curve in the direction sought with a large enough effect; inconclusive means small, poorly fitted or top-dose-only effect, or another doubt; inactive means no such curve, though single readings can be large; an effect the other way counts as inactive or inconclusive.

canonical_smiles | BRCT PPI red | GFP derepression | 15-hLO inh | HADH2 inhib | CRE Fsk mod | DNA Pol III inh | USP2a inh | HBB splice mod | BRCT PPI green | UbGFP stabilizer | Hsp90 Hop PPI
Cc1nc(N2CCCC2C(=O)O)c2oc3ccccc3c2n1 (configuration not stated) | -1.1% | 2% | 3% | 0% | 14% | -9% | -8% | -7.7%[57.5 µM] | -2.6% | 7% | -2%
COc1ccc(-c2nc(C(N)=O)c3[nH]c(=O)n(-c4cccc(C)c4)c3n2)c(OC)c1 | 34%[activator] | / | 1% | 2% | 10µM* | -7% | / | 0.0% | 32%[activator] | 4% | -6%
Cc1nc2ccccc2c(=O)n1NS(C)(=O)=O | -0.4% | 2% | -6% | -3% | -2% | 2% | -2% | 0.5% | 0.5% | 6% | 0%
CCOC(=O)C1C(=O)CC(C)(O)C(C(=O)OCC)C1c1ccco1 (configuration not stated) | 0.4% | 2% | 14% | 3% | 2% | -1% | 12% | 0.7% | 0.9% | -9% | 0%
Cc1ccc(C)c(N2CC(=O)N(c3cc(C)ccc3C)CC2=O)c1 | 0.4% | 3% | 5% | ? | -3% | -8% | -2% | 1.5% | -1.8% | -6% | -4%
Cc1ccccc1Cn1c(CN2CCN(C(=O)c3ccco3)CC2)nc2c1c(=O)n(C)c(=O)n2C | -1.2% | / | -8% | 14% | ? | -9% | / | 0.1% | -3.2% | 0% | 9%
CCCN(C(=O)c1ccccc1N)c1c(C)n(C)n(-c2ccccc2)c1=O | 1.1% | -2% | 8%[11.4 µM] | 18%[11.4 µM] | -10%[7.6 µM] | 16%[11.4 µM] | -2%[7.66 µM] | -3.2%[0.0738 µM] | 0.0% | ? | -8%[11 µM]
COc1cccc(OCCn2cc(C(=O)c3ccco3)c3ccccc32)c1 | 1.9% | -3% | -13% | -21% | 18% | 12% | -17% | 0.1% | -1.5% | -5% | 9%
Cc1ccc(S(=O)(=O)OCC(=O)O)cc1 | -1.4%[15.4 µM] | 0%[9.22 µM] | 0%[11.4 µM] | 6%[11.4 µM] | -5%[7.6 µM] | -4%[11.4 µM] | / | 1.7%[9.22 µM] | -0.4%[15.4 µM] | -3%[9.17 µM] | 0%[11 µM]
CCOc1ccccc1CNS(=O)(=O)c1ccc2c(c1)oc(=O)n2C | -0.2% | / | -1% | -1% | 8% | -5% | / | -0.6% | -2.3% | 0% | 0%
CCC(=O)N1CCc2cc(S(=O)(=O)CCC(=O)NCc3cccs3)ccc21 | 0.3% | 0% | 8% | 5% | 14% | 0% | 2% | -0.3% | -1.0% | 2% | -3%
CN(C)c1cccc(C(=O)Nc2cccc(F)c2)c1 | -0.3% | -3% | ? | ? | ? | -12% | 5% | -0.7% | -1.5% | 1% | -15%
CCOc1ccc(NC(=O)C2CCN(S(=O)(=O)c3c(C)n[nH]c3C)CC2)cc1 | -0.2% | -1% | 5% | -6% | -14% | -1% | 14% | 0.3% | -1.4% | -10% | -1%
Cc1occc1-c1nnc(SCC(=O)N2CCN(c3ccccc3)CC2)n1C | -0.6% | 0% | -1% | -4% | -10% | -9% | 32%[activator] | / | 0.7% | -7% | -2%
CCc1nnc(NC(=O)c2ccc(S(=O)(=O)NCC(C)C)cc2)s1 | 0.2% | 0% | 9% | 2% | 5% | -4% | / | 0.1%[57.5 µM] | -0.9% | 2% | 1%
Cc1nc2cc(CO)ccc2n1C | -1.5% | -2% | 9% | -5% | 0% | 1% | -14% | 0.0%[57.5 µM] | -1.7% | -5% | 2%
CCOC(=O)N1CCN(C(=O)c2cnn3ccccc23)CC1 | 0.9% | / | 3% | -6% | 0% | -1% | / | -0.8% | 0.1% | 11% | -6%[2.3 µM]
COC(=O)c1cc(NCc2cccs2)ccc1N1CCOCC1 | 0.0% | -2% | 20µM* | -29% | 17% | -5% | 1% | 7.4%[0.369 µM] | -4.2% | / | -3%
COc1ccc(NC(=O)CCc2nc(-c3ccccc3F)no2)cc1 | -0.7% | 3% | -5% | 12% | ? | -7% | 7% | 0.5%[1.84 µM] | -1.4% | 7% | 1%
Cc1c(C)n(CC(O)CN2CCOCC2)c2ccccc12 (configuration not stated) | -0.4% | -2% | ? | 4% | -3% | 0% | 22% | / | 2.5% | 0% | -6%
COc1ccc(/C=C(\C#N)C(N)=O)cc1OC | -0.2%[15.4 µM] | 7%[9.22 µM] | 3%[11.4 µM] | 8%[11.4 µM] | 23%[7.6 µM] | 1%[11.4 µM] | / | 0.7%[9.22 µM] | 0.0%[15.4 µM] | -7%[9.17 µM] | -3%[11 µM]
CCc1c(O)nc(SCC(=O)Nc2ccc(OC)cc2)n(C2CCCCC2)c1=O | -0.1% | -1% | -3% | -15% | -3% | -3% | 15% | -0.8% | -0.5% | 11% | -2%
O=C(CSc1nc2ccccc2c(=O)[nH]1)N1CCCCCC1 | -3.5% | 3% | 8% | 5% | 20% | -5% | 0% | -0.1% | -0.6% | -6% | 0%
COc1cc2c(cc1O)[C@@H](c1cc(O)c(O)c(OC)c1)[C@@](O)(C(=O)O)[C@@H](CO)[C@@H]2O | -0.1%[15.4 µM] | 0%[9.22 µM] | 0%[11.4 µM] | 0.5µM* | -10%[7.6 µM] | -9%[11.4 µM] | / | 0.3%[9.22 µM] | -0.3%[15.4 µM] | -3%[9.17 µM] | 0%[11 µM]
CC(=O)c1c(C)[nH]c(C(=O)CSc2nnc(C3CCCCC3)n2N)c1C | -1.6% | 0% | -4% | ? | 11% | 8% | 41%[activator] | -0.8% | 0.3% | 3% | -3%
COC(=O)c1cccc(NC(=O)C2COc3ccccc3O2)c1 (configuration not stated) | 1.5% | 3% | 3% | -4% | ? | -9% | 7% | -0.3% | -2.1% | -4% | 4%
COC(=O)c1oc2c(c1C)C1(CCC2)SCCS1 | -1.2% | -3% | -28% | ? | ? | 3% | -16% | 0.8% | 2.0% | 4% | 20%
Cc1ccc(C(c2nnnn2Cc2cccs2)N2CCN(Cc3ccc4c(c3)OCO4)CC2)cc1 (configuration not stated) | -0.7% | -1% | -17% | 10% | -17% | -4% | / | -0.3%[57.5 µM] | -2.3% | 1% | -10%
CCOc1ccc(C(=O)NCC2CCCO2)cc1 (configuration not stated) | -0.4% | 0% | 10% | 10% | -2% | -3% | -7% | -1.7% | -1.7% | -7% | -3%
O=C(c1ccccc1F)N1CCN(c2ccccc2)CC1 | 0.5% | 2% | 3% | 7% | -6% | -4% | -3% | 0.3% | -0.6% | -8% | -2%
Cc1ccc(C(C)(C)C)cc1 | -0.5% | / | -6% | -4% | -1% | 3% | / | 0.5% | 0.6% | / | -2%
CC(=O)c1ccc2c3c(ccc(O)c13)CC2 | 1.2% | 0% | ? | -21%[11.4 µM] | ? | -3%[11.4 µM] | -3%[7.66 µM] | 0.9%[0.0738 µM] | -0.1% | 3%[9.17 µM] | ?
O=C(c1ccccc1)c1ccc(Oc2ncccn2)cc1 | 0.5% | -1% | -10% | -3% | ? | 4% | 4% | 0.1%[57.5 µM] | -1.0% | -1% | 4%
Cn1c(SCc2cc(=O)n3cc(Br)ccc3n2)nnc1C1COc2ccccc2O1 (configuration not stated) | -2.4% | 0% | -19% | -3% | 24% | -8% | 32%[activator] | 0.5%[57.5 µM] | -2.7% | -2% | -3%
CCCCNc1nc(C)nc2c1nc(-c1ccccc1)n2CC1CCCN1CC (configuration not stated) | -0.8% | / | 8% | -19% | 11% | -5% | / | -0.2% | -0.1% | 20% | -1%
Cc1nc2ccc(S(=O)(=O)NCC(=O)N3CCOCC3)cc2s1 | -1.8% | 0% | 4% | 7% | 6% | -2% | 8% | -0.7% | -1.9% | -3% | -1%

Compound profiles, from the list above. Order of values: BRCT PPI red	GFP derepression	15-hLO inh	HADH2 inhib	CRE Fsk mod	DNA Pol III inh	USP2a inh	HBB splice mod	BRCT PPI green	UbGFP stabilizer	Hsp90 Hop PPI
Profile of COc1ccc(-c2nc(C(N)=O)c3[nH]c(=O)n(-c4cccc(C)c4)c3n2)c(OC)c1 : 34%[activator]	/	1%	2%	10µM*	-7%	/	0.0%	32%[activator]	4%	-6%
Profile of Cc1nc2cc(CO)ccc2n1C : -1.5%	-2%	9%	-5%	0%	1%	-14%	0.0%[57.5 µM]	-1.7%	-5%	2%

Not all compounds are listed, so the mix of outcomes need not match the whole.
